M5 PAM – positive allosteric modulators of human muscarinic M5 receptor; P08912; activation, % at 3 µM; 0.3% of 360,000 active; AID 624038; CHO-K1 hM5, Fluo-8 calcium, ACh EC20 PAM; 0% = ACh EC20, 100% = ACh EC100;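 active = activation above the run cutoff, the mean activation of all test compounds plus 3 SD, cut at about 18% in these data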
Target sequence (P08912 whole entry, looked up): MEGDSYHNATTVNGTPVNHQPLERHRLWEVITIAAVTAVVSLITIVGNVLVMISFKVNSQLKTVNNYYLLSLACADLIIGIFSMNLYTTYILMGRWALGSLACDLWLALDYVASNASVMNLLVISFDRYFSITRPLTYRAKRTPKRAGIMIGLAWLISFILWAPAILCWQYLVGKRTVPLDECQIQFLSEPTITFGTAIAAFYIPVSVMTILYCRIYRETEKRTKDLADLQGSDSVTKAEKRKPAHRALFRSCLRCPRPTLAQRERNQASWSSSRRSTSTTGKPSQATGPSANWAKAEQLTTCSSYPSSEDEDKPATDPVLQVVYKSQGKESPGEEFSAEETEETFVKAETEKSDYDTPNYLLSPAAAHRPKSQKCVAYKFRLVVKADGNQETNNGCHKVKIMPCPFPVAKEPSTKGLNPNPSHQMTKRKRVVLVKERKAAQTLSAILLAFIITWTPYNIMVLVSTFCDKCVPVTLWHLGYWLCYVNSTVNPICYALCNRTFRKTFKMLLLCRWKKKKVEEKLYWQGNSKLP
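Measured by: Fluo-8 calcium fluorescence; material: human M5 receptor in CHO-K1 cells; schedule: Post-acetylcholine fluorescence recording 140 s; benchmarks: low control EC20 acetylcholine (0%), high control EC100 acetylcholine (100%); read-out: Max/basal fluorescence ratio as % of EC20–EC100 ACh window; compound: single dose, 3 µM nominal final test concentration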
CHRM1 antagonist – blocks human M1 muscarinic receptor; CHO-K1 hM1, Fluo-8 calcium fluorescence, ACh EC80 antagonist; inhibition, % at 3 µM; 1.3% of 360,000 active; AID 588852;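 active = percent inhibition above its own plate's cutoff, namely the mean of that plate's compound wells plus 3 SD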;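 note: peak over basal fluorescence ratio during 140 s after agonist addition; 0% = ACh EC80 plus DMSO and 100% = DMSO alone without agonist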
CHRM5 antagonist – CHRM5 antagonism in calcium assay. CHO-hM5 cells, Fluo-8 calcium fluorescence, ACh EC80. inhibition, % at 3 µM. 0.59% of 360,000 active. AID 624040;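 active = inhibition above a per-plate cutoff, the mean of that plate's test compounds plus 3 SD, cut at about 27% in these data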;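 note: 0% = acetylcholine EC80 with DMSO and 100% = DMSO without agonist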
M5 ag – CHRM5 agonism in calcium assay | P08912 | activation, % at 3 µM | 0.19% of 360,000 active | AID 624037 | CHO-K1 hM5 cells, Fluo-8 calcium fluorescence; 0% DMSO wells, 100% maximal acetylcholine response;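 active = activation above the run's mean over test compounds plus 3 SD, cut at about 23% in these data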;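 note: signal is peak over basal fluorescence ratio across the kinetic read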
CHRM1 PAM – human CHRM1 positive allosteric modulation; AID 588819; P11229; 0.088% of 360,000 active; CHO-K1 hM1, Fluo-8 calcium fluorescence, ACh EC20; 0% = ACh EC20, 100% = maximal ACh; activation, % at 3 µM; in the data active = activation above about 19%, passing the limit was not always enough
M1 ag – agonists of human M1 muscarinic receptor. AID 588814. P11229. activation, % at 3 µM. CHO-K1 hM1, Fluo-8 calcium fluorescence, agonist mode; 0% DMSO, 100% acetylcholine EC100. 0.33% of 360,000 active;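 active = activation above the run's mean compound activation plus 3 SD, cut at about 16% in these data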;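 note: peak over basal fluorescence ratio within a 140 s kinetic read after compound addition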
M4 ag – CHRM4 agonism in calcium assay. CHO-K1 hM4/Gqi5, Fluo-8 calcium fluorescence; vehicle 0%, full acetylcholine response 100%. activation, % at 3 µM. 0.14% of 360,000 active;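 active = activation above the run mean over all test wells plus 3 SD, cut at about 32% in these data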;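 note: peak over basal fluorescence ratio per well then scaled between controls; 0% = DMSO wells and 100% = acetylcholine at EC100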
CHRM4 antagonist – blocks acetylcholine activation of human M4 receptor; P08173; CHO-hM4 cells, ACh EC80, Fluo-8 calcium fluorescence; inhibition, % at 3 µM; 0.73% of 360,000 active; AID 624125;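 active = inhibition above its plate's cutoff, the mean inhibition of sample wells plus 3 SD, cut at about 27% in these data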;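 note: 0% = acetylcholine EC80 with DMSO and 100% = DMSO without agonist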
TAAR1 agonist – human TAAR1 agonism | CHO RD-HGA16 TAAR1, Fluo-8 calcium fluorescence; vehicle wells 0%, saturating PEA agonist 100% | activation, % at 3 µM | 0.99% of 360,000 active | AID 624467;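 active = activation above the mean activation of all test compounds in the run plus 3 SD, cut at about 38% in these data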
Target sequence (Q96RJ0 whole entry, looked up): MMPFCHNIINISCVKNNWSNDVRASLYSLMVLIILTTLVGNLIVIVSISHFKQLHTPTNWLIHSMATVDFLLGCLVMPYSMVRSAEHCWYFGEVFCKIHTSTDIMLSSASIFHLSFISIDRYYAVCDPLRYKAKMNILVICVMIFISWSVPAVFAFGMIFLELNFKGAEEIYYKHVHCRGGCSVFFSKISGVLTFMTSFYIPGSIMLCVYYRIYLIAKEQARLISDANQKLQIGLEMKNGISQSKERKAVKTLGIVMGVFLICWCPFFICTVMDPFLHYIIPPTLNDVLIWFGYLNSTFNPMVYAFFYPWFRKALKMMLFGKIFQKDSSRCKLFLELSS
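System: CHO-derived RD-HGA16 cells with stable Gα16 and human TAAR1. Times: 17-24 h plating, Fluo-8 75 min 37 °C, 30 min RT. Measured by: calcium-sensitive Fluo-8 signal, excitation 470-495, emission 515-575 nm. Read-out basis: % activation relative to PEA EC100 response. Control set: DMSO and PEA EC100. Repeats: no replicates (n 1).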
* marks the source's active call; other numbers are inactive results; nt = not tested or not shown. Only part of the results is shown, so the mix of outcomes need not match the whole.

nr | compound | M5 PAM | CHRM1 antagonist | CHRM5 antagonist | M5 ag | CHRM1 PAM
1 | Cc1noc(C)c1S(=O)(=O)N(CC(=O)NCc1ccccc1)c1ccc(C(C)C)cc1 | -5 | -16 | 9 | -5 | 9
2 | CSc1nc(C)cc(OCCO)n1 | 6 | -8 | -6 | -1 | 1
3 | COc1ccccc1N1CCN(CCC(=O)Nc2ccc(F)cc2)CC1 | 1 | -19 | 3 | 5 | 13
4 | O=C(CSc1nc2ccccc2o1)Nc1ccccc1N1CCCCCC1 | 1 | -6 | 1 | -4 | 13
5 | COCCNC(=O)CCCn1c(=O)c2ccccc2n(CC(=O)NCCC2=CCCCC2)c1=O | -4 | -7 | 2 | 0 | -2
6 | Cc1cc(S(=O)(=O)N2CCOCC2)ccc1OCC(=O)Nc1ccc(F)cc1F | 1 | -18 | -1 | -2 | 17
7 | CCCc1c(C(=O)N/N=C/c2ccc(-c3ccccc3)cc2)nnn1-c1nonc1N | -1 | -10 | -9 | 1 | 0
8 | O=C(NCCN1CCOCC1)c1ccc2c(c1)N(Cc1cccc(F)c1)C(=O)c1ccccc1S2 | 15 | -5 | -6 | -3 | 4
9 | CC(C)c1ccc(S(=O)(=O)N2CCN(CC(=O)c3ccc(O)c(O)c3)CC2)cc1 | -2 | -7 | 16 | 13 | 4
10 | CC(C(=O)NC1CCCCC1)N(Cc1ccc(F)cc1)C(=O)c1snc(C(N)=O)c1N (stereo unspecified) | -4 | 5 | 10 | 2 | 3
11 | c1ccc2c(c1)OCCOCCOCCOCCOc1ccccc1OCCOCCOCCO2 | -17 | 3 | 12 | 3 | -9
12 | CC(C)(C)n1nc(Cc2cccc3ccccc23)c(C#N)c1N | -4 | 1 | 11 | -5 | 3
13 | O=C(CN1CCN(c2ccc(F)cc2)CC1)N1CCC(Cc2ccccc2)CC1 | -2 | -4 | 2 | -2 | 0
14 | CCNC(=O)C1Cc2cc(S(=O)(=O)N3CCCC3)ccc2N1C(C)=O (stereo unspecified) | -1 | -3 | 6 | -6 | 6
15 | O=C(CNC1CCCCC1)Nc1ccc([N+](=O)[O-])cc1C(=O)Nc1ccccc1F | -4 | -1 | 10 | -3 | 2

nr | M1 ag | M4 ag | CHRM4 antagonist | TAAR1 agonist
1 | 0 | -1 | -3 | 6
2 | -1 | 0 | 4 | 13
3 | -7 | 4 | 1 | 6
4 | -5 | -1 | -11 | 5
5 | -7 | 2 | 4 | 0
6 | -1 | 0 | -4 | -1
7 | -4 | 1 | -4 | 7
8 | -4 | 2 | -8 | 5
9 | -3 | 0 | 12 | 3
10 | 0 | 6 | 5 | 4
11 | 3 | 12 | -8 | 10
12 | -7 | -2 | 4 | 1
13 | -8 | 5 | -1 | 0
14 | -3 | 1 | -1 | 3
15 | -3 | 9 | -4 | 2

Overlap with the part before: three compounds, then new ones.
nr | compound | M5 PAM | CHRM1 antagonist | CHRM5 antagonist | M5 ag | CHRM1 PAM
13 | O=C(CN1CCN(c2ccc(F)cc2)CC1)N1CCC(Cc2ccccc2)CC1 | -2 | -4 | 2 | -2 | 0
14 | CCNC(=O)C1Cc2cc(S(=O)(=O)N3CCCC3)ccc2N1C(C)=O (stereo unspecified) | -1 | -3 | 6 | -6 | 6
15 | O=C(CNC1CCCCC1)Nc1ccc([N+](=O)[O-])cc1C(=O)Nc1ccccc1F | -4 | -1 | 10 | -3 | 2
16 | Cc1ccc(CSCC(=O)NCc2cccs2)cc1 | -2 | -6 | 0 | 4 | 5
17 | CCc1c(C)sc(NC(=O)C2CCCCC2C(=O)O)c1C(N)=O (stereo unspecified) | 1 | 3 | -2 | -7 | 0
18 | CC1(c2ccc3ccccc3c2)NC(=O)N(CC(=O)N2CCCC(C(F)(F)F)C2)C1=O (stereo unspecified) | -4 | -10 | 9 | 5 | 11
19 | CC(C)c1ccc(N(C(=O)c2csnn2)C(C(=O)NC(C)(C)C)c2cccnc2)cc1 (stereo unspecified) | 2 | -5 | 5 | 0 | 4
20 | COC(=O)C1CCN(C(=O)COC(=O)CC(NC(N)=O)c2ccc(Cl)cc2)CC1 (stereo unspecified) | 1 | 13 | 7 | -10 | -3
21 | CCCCn1nnnc1C(c1cc2ccccc2o1)N(CCN(C)C)Cc1ccccc1 (stereo unspecified) | 4 | nt | -5 | -2 | nt
22 | O=C(CCC(=O)N1CCN(Cc2ccc(F)cc2)CC1)Nc1nnc(C(F)(F)F)s1 | 8 | -9 | -9 | -2 | 13
23 | COc1ccc(OC)c(NCCN2C(=O)c3ccccc3C2=O)c1 | 1 | -18 | 4 | 2 | 4
24 | COc1ccc(N2CCN(C(=O)CCNC(=O)c3ccc(C(C)(C)C)cc3)CC2)cc1 | -4 | 9 | 4 | 0 | -4
25 | CNc1ncc(C(=O)c2ccc(-c3ccccc3)cc2)s1 | 2 | 6 | 10 | 3 | 1
26 | COC(=O)[C@@H]1C[C@@]2(O)[C@@H](O)[C@@H](O)[C@@H](O)C[C@H]2N1C/C=C/c1ccccc1 | 4 | 1 | 5 | -3 | 2
27 | O=C(c1cccs1)N1C[C@@H](O)[C@H](n2cc(-c3ccc(F)cc3)nn2)C[C@@H]1c1ccccc1 | 2 | 2 | -5 | -1 | -2
28 | CCC(=O)Nc1ccc(S(=O)(=O)Nc2ccccn2)cc1 | 9 | 1 | -2 | 1 | 2
29 | O=C(NC1CCCCC1)c1cc(-c2cccc(Cl)c2)on1 | 8 | -9 | -3 | 0 | 10
30 | COc1ccc(N(CC(=O)N2CCN(C)CC2)S(=O)(=O)c2cc(C)ccc2OC)cc1Cl | -4 | -9 | 10 | -4 | 13

nr | M1 ag | M4 ag | CHRM4 antagonist | TAAR1 agonist
13 | -8 | 5 | -1 | 0
14 | -3 | 1 | -1 | 3
15 | -3 | 9 | -4 | 2
16 | -3 | 1 | -2 | 2
17 | -4 | 1 | 0 | 4
18 | 5 | 5 | -9 | 15
19 | -3 | 0 | 2 | 4
20 | -1 | 0 | -4 | 15
21 | nt | 11 | -1 | 7
22 | 2 | 2 | -16 | 4
23 | 1 | 4 | -2 | 2
24 | -2 | 5 | 3 | 6
25 | -2 | 3 | -1 | 1
26 | -4 | 2 | -3 | 5
27 | -4 | 9 | -21 | 1
28 | -2 | 0 | -13 | 2
29 | -3 | 1 | -2 | -1
30 | 1 | 1 | -9 | 3

Entries 25–27, quoted:
nr | compound | M5 PAM | CHRM1 antagonist | CHRM5 antagonist | M5 ag | CHRM1 PAM
25 | CNc1ncc(C(=O)c2ccc(-c3ccccc3)cc2)s1 | 2 | 6 | 10 | 3 | 1
26 | COC(=O)[C@@H]1C[C@@]2(O)[C@@H](O)[C@@H](O)[C@@H](O)C[C@H]2N1C/C=C/c1ccccc1 | 4 | 1 | 5 | -3 | 2
27 | O=C(c1cccs1)N1C[C@@H](O)[C@H](n2cc(-c3ccc(F)cc3)nn2)C[C@@H]1c1ccccc1 | 2 | 2 | -5 | -1 | -2

nr | M1 ag | M4 ag | CHRM4 antagonist | TAAR1 agonist
25 | -2 | 3 | -1 | 1
26 | -4 | 2 | -3 | 5
27 | -4 | 9 | -21 | 1

The results go on.
nr | compound | M5 PAM | CHRM1 antagonist | CHRM5 antagonist | M5 ag | CHRM1 PAM
31 | COC(=O)c1ccc(NC(=O)c2cccc(Cl)c2)o1 | 7 | -3 | 4 | 0 | 1
32 | O=C1c2ccccc2C(=O)N1CCSC(=S)N1CCOCC1 | -3 | -13 | 7 | 1 | 5
33 | CC(=O)N1N=C(c2ccc(Br)cc2)CC1c1ccc(Br)cc1 (stereo unspecified) | -6 | -4 | 12 | 0 | 1
34 | CC(C)C(=O)NC(=S)Nc1ccc(S(=O)(=O)Nc2nccs2)cc1 | -4 | -4 | -4 | -4 | 7
35 | Nc1n[nH]c2cc(=O)n(-c3ccc(Cl)cc3)nc12 | -4 | 6 | 15 | -3 | -9
36 | CC(NC(=O)COc1ccccc1-c1ccccc1)c1ccccc1 (stereo unspecified) | -19 | 4 | 15 | -2 | -7
37 | CCCSc1ccc([C@H]2N[C@@](C)(C(=O)OC)[C@H]3C(=O)N(CC)C(=O)[C@@H]23)cc1 | 8 | -4 | 5 | 1 | 9
38 | Cc1cc(Cn2nc(-c3ccccc3)cc2C(=O)NCc2cccc(C(F)(F)F)c2)on1 | -1 | 0 | -2 | 5 | 16
39 | CN1C(=O)[C@H]2[C@@H](c3ccc(C(F)(F)F)cc3)N[C@]3(CCCN(Cc4cccn4C)C3=O)[C@H]2C1=O | -3 | -2 | -8 | 0 | -8
40 | CC(Oc1cccc(Cl)c1)C(=O)Nc1cc(S(=O)(=O)N2CCCCC2)ccc1N1CCOCC1 (stereo unspecified) | 0 | 12 | 5 | 3 | -7
41 | CC(C)CC(NS(=O)(=O)c1ccc2c(c1)oc(=O)n2C)C(=O)NCc1cccnc1 (stereo unspecified) | -1 | -9 | 2 | 1 | 10
42 | CCOc1cc(C)c(Cl)cc1S(=O)(=O)NCc1ccco1 | -1 | -21 | -8 | -3 | -6
43 | C=C(C)COc1ccc(-c2n[nH]c(C)c2-c2ccc(Br)cc2)c(O)c1 | -3 | -8 | 1 | -2 | -1
44 | COc1ccc(C(=O)n2nc(-c3ccc(OC)cc3)nc2N)cc1 | 0 | 2 | 4 | -1 | 4
45 | COC(=O)CN1CCN(C(c2ccccc2)c2ccccc2)CC1 | 1 | 14 | 2 | -7 | -11

nr | M1 ag | M4 ag | CHRM4 antagonist | TAAR1 agonist
31 | -3 | 0 | -1 | 16
32 | -4 | 1 | 2 | 3
33 | -1 | 5 | -5 | -2
34 | -12 | 0 | 5 | 6
35 | -3 | 1 | -3 | 3
36 | -8 | 2 | 2 | -1
37 | -4 | 3 | 4 | 16
38 | 0 | 3 | -5 | 10
39 | -7 | 0 | -8 | -1
40 | -3 | 4 | -5 | 3
41 | -3 | 0 | 9 | 0
42 | 2 | 1 | 2 | 0
43 | -7 | 0 | -9 | 12
44 | -8 | 1 | 5 | 2
45 | -1 | 0 | 9 | 4

Continued.
nr | compound | M5 PAM | CHRM1 antagonist | CHRM5 antagonist | M5 ag | CHRM1 PAM
46 | CCOC(=O)CSc1nnc(-c2cccc(Br)c2)o1 | 2 | -8 | -6 | -4 | 6
47 | CCOC(=O)CSc1nc(N)nc(C)c1Cl | -19 | 21 | 27* | -10 | -11
48 | CCCCC(=O)Nc1ccc(C(=O)NNC(=O)CCCOc2ccc(Cl)cc2Cl)cc1 | 3 | 1 | -2 | 0 | 8
49 | Cc1ccc(NC(=O)C(C)c2ccc(-c3ccccc3)c(F)c2)c(C)c1 (stereo unspecified) | 7 | -1 | 9 | 2 | 0

nr | M1 ag | M4 ag | CHRM4 antagonist | TAAR1 agonist
46 | -4 | 1 | -1 | 4
47 | -13 | 2 | 7 | -1
48 | -3 | 1 | -3 | 0
49 | 0 | 0 | 3 | 19

High-throughput results (PubChem)
